Screening results deposited in PubChem by National Center for Advancing Translational Sciences (NCATS).
Tau fibril ThT: qHTS for Inhibitors of Tau Fibril Formation, Thioflavin T Binding; actives 2.1% (n = 270,000); recombinant tau K18 P301L, heparin-induced fibrillization, ThT fluorescence; AID 1460, 2008; Potency, µM (titrated, usually from 57.4 µM), for inactives: top-dose activity, negative = inhibition, hits mostly inhibitors; Microtubule-associated protein tau (Homo sapiens), P10636; further: on the % scale 0 is the no-effect control and ±100 the full control effect; nearly all actives have a fitted effect of over 55% in size
Target sequence (P10636 561-689 P618L limits assumed): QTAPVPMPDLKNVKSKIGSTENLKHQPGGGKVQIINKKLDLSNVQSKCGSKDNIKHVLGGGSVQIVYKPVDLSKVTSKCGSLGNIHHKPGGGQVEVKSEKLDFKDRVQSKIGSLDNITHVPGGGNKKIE
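Heparin-induced fibrillization of the P301L-mutant K18 repeat-domain fragment of human tau was followed by ThT binding in quantitative high-throughput format.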
HTT ATP protect: qHTS Multiplex Assay to Identify Dual Action Probes in a Cell Model of Huntington: Cytoprotection (ATP). PC12 HTT-Q103 induced, cytoprotection, ATP luminescence, 40 h. Potency, µM (series often up to 56.4 µM), for the others: cytoprotection (ATP increase), most hits filed as activators. actives 0.14% (n = 230,000). AID 1471, 2008;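 further: % of control where 0% means no effect; nearly all actives have a fitted effect of over 45% in size; toxic huntingtin expression switched on by the ecdysone agonist tebufenozide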
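PC12 cells with ecdysone-inducible HTT exon 1 Q103-GFP, induced with 100 nM tebufenozide and co-treated with library compounds in a dose series (1536-well, 1500 cells/well). Cytoprotection read as ATP content by ATPlite luminescence.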
Tau fluor counter: Counterscreen qHTS for Inhibitors of Tau Fibril Formation, Fluorescence Polarization; tau K18 P301L (four-repeat tau fragment) Alexa594 fluorescence, heparin fibrillization; Potency, µM (top dose mostly 57.7 µM), for the others: at the highest dose activity change, negative = decrease; actives 0.93% (n = 280,000); AID 1463, 2008; further: on the % scale 0 is the no-effect control and ±100 the full control effect; nearly all actives have a fitted effect of over 55% in size
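Human K18 P301L tau (15 uM unlabeled plus 0.24 uM Alexa 594-labeled, final) in 100 mM sodium acetate pH 7 was mixed with compound and 20 uM heparin and incubated 6 hr at 37 C.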
KDM4E inh: qHTS Assay for Inhibitors of Human Jumonji Domain Containing 2E (JMJD2E) | Lysine-specific demethylase 4E (Homo sapiens), B2RXH2 | Potency, µM (titrated, usually from 57.1 µM), for the others: at the top dose activity change, negative = inhibition, usual class: inhibitors | actives 1.6% (n = 230,000) | AID 2147, 2009 | JMJD2E catalytic domain, FDH-coupled NADH fluorescence (FDH is formaldehyde dehydrogenase); active means well fitted inhibition curve with a large enough effect, not every such curve was filed as active; inconclusive means small, poorly fitted or top-dose-only effect, or another doubt; inactive means no such curve, though single readings can be large or run the other way;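 further: 0% = wells with enzyme and -100% = buffer wells without enzyme; nearly all actives have a fitted effect of over 50% in size; many of its hits are not listed in these tables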
Target sequence (B2RXH2 1-337 limits assumed): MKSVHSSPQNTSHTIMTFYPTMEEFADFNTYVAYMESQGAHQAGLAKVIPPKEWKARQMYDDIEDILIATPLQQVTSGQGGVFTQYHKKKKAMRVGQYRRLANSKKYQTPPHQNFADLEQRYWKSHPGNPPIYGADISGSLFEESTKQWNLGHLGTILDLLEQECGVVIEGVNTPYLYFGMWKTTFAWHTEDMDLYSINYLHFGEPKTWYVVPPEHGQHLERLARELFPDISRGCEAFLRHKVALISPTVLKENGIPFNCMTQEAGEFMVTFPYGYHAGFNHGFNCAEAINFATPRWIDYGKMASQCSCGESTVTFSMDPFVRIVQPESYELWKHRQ
Tau fibril FP: qHTS for Inhibitors of Tau Fibril Formation, Fluorescence Polarization. K18 P301L tau heparin fibrillization, Alexa594 FP, 6 h. Potency, µM (doses to about 57.7 µM), for the others: top-dose activity, negative = inhibition, actives largely listed as inhibitors. actives 0.39% (n = 280,000); further: on the % scale 0 is the no-effect control and ±100 the full control effect; nearly all actives have a fitted effect of over 55% in size
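K18 P301L tau (15 uM unlabeled/0.24 uM Alexa 594-labeled, final) + compound + heparin 20 uM final; 100 mM NaOAc pH 7; 6 hr 37 C; ThT 30 uM final added, 1 hr RT; FP ex 555/em 632 nm.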
HttQ103 aggreg: qHTS Multiplex Assay to Identify Dual Action Probes in a Cell Model of Huntington: Aggregate Formation (GFP); PC12 HttQ103-GFP aggregates, Acumen cytometry, 40 h; AID 1688, 2009; Potency, µM (top dose mostly 46.1 µM), for the others: at the top dose activity change, negative = inhibition, actives largely listed as inhibitors; actives 1.1% (n = 220,000); further: on the % scale 0 is the no-effect control and ±100 the full control effect; nearly all actives have a fitted effect of over 60% in size
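Aggregate formation scored by laser-scanning cytometer (488 excitation, 500–530 emission) in lysed PC12 cells expressing Q103-GFP after 100 nM tebufenozide induction; library tested in dose series, with ATPLite reagent added in the multiplex.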
SMN2 splice up: qHTS Assay for Enhancers of SMN2 Splice Variant Expression; actives 2.8% (n = 210,000); HEK293 SMN2-luciferase splicing reporter, luminescence, 30-36 h; Potency, µM (top dose mostly 46.1 µM), without a hit: at the highest dose activity change, positive = activation, most hits filed as activators; further: % of control where 0% means no effect; nearly all actives have a fitted effect of over 55% in size
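HEK293 cells carry an SMN2 minigene-luciferase reporter in which exon 7 inclusion puts luciferase in frame. Cells were seeded at 2000 cells/well, attached for 10-12 hours, then exposed to compounds for 30-36 hours at 37C before ONE-Glo luminescence.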
ALDH1A1 inh: qHTS Assay for Inhibitors of Aldehyde Dehydrogenase 1 (ALDH1A1) | AID 1030, 2008 | Purified ALDH1A1, NADH fluorescence, propionaldehyde substrate | Potency, µM (highest dose often 75.3 µM), without a hit: top-dose activity, negative = inhibition, usual class: inhibitors | actives 7.3% (n = 220,000); active means well fitted inhibition curve with a large enough effect, not every such curve was filed as active; inconclusive means small, poorly fitted or top-dose-only effect, or another doubt; inactive means no such curve, though single readings can be large or run the other way;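 further: plate controls were no enzyme wells and a reference inhibitor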
Target sequence (P00352 whole entry, looked up): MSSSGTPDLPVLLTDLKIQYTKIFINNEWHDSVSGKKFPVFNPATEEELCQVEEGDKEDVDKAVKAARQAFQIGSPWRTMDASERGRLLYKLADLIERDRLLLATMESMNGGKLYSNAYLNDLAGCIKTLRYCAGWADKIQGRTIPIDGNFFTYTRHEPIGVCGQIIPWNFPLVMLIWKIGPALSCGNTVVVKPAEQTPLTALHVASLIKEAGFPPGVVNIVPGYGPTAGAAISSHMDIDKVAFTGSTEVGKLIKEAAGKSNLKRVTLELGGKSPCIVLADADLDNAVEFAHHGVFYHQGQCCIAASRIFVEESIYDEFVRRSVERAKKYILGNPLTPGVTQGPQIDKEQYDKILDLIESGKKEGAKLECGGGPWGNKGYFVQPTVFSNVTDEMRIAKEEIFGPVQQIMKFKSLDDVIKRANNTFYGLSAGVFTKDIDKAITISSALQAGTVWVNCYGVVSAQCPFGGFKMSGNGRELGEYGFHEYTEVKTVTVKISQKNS
The depositor's hits bear a star; & = joins results of further samples; [ ] = another dose, or the depositor's remark. Unless noted, the call rests on the fitted dose curve; in most records, active means well fitted curve in the direction sought with a large enough effect; inconclusive means small, poorly fitted or top-dose-only effect, or another doubt; inactive means no such curve, though single readings can be large; an effect the other way counts as inactive or inconclusive. Potency means the concentration at half of the fitted maximal effect.

`CC(C)(C)c1cccc(C2(O)C(=O)c3ccccc3C2=O)c1O` gave Tau fibril ThT 10%, HTT ATP protect 4%[10 µM], Tau fluor counter 4%, KDM4E inh -1%, Tau fibril FP 3% and HttQ103 aggreg -10%[9.22 µM].
`Cc1nc(-c2ccc(Cl)cc2)sc1C1(C)CC(c2ccccc2F)=NO1` (stereo not given) gave Tau fibril ThT -12%, HTT ATP protect -10%[10 µM], Tau fluor counter -17%, KDM4E inh inconclusive, Tau fibril FP 2% and HttQ103 aggreg -35%[9.22 µM].
CCCCOP(=O)(c1ccc(N(C)C)cc1)C(O)c1cccnc1 (stereo not given) was read as Tau fibril ThT -7%, HTT ATP protect -5%, Tau fluor counter 2%, KDM4E inh 2%, Tau fibril FP 3%, HttQ103 aggreg 6%, SMN2 splice up 13% and ALDH1A1 inh 7%.
`CSc1ccc(C2C(C#N)=C(N)Oc3cc4c(cc32)OCO4)cc1` (stereo not given) gave Tau fibril ThT 1%, HTT ATP protect -49%[inhibitor][0.074 µM], Tau fluor counter -27%, KDM4E inh inconclusive, Tau fibril FP -15%, HttQ103 aggreg 24%, SMN2 splice up 13% and ALDH1A1 inh inconclusive.
For CC(=O)OC[C@@H]1O[C@H](CCO/N=C(\C)CCN2CCCc3nc(C)c(C)cc32)C=C[C@@H]1OC(C)=O the results were Tau fibril ThT -9%[11.5 µM], HTT ATP protect 12%[10 µM], Tau fluor counter -3%[11.6 µM], Tau fibril FP 8%[11.6 µM] and ALDH1A1 inh -20%[13.5 µM].
For COc1ccc(C2=NN(C(=O)CN3CCCCC3)C(c3ccc(C)cc3)C2)cc1 (stereo not given) the results were Tau fibril ThT -4%, HTT ATP protect 13%[10 µM], Tau fluor counter 5%, KDM4E inh -28%, Tau fibril FP 0%, HttQ103 aggreg 16%, SMN2 splice up -7% and ALDH1A1 inh 7%.
COC(=O)c1ccc(Cl)c(NC(=O)CN2CCN(C)CC2)c1 was read as Tau fibril ThT -13%, HTT ATP protect -15%, Tau fluor counter -11%, KDM4E inh 7%, Tau fibril FP -5%, HttQ103 aggreg 0%, SMN2 splice up 9% and ALDH1A1 inh 9%.
`O=C(NCc1ccco1)c1ccc(-c2ccc(Cl)cc2)o1` gave Tau fibril ThT 1%, HTT ATP protect -42%[inhibitor], Tau fluor counter -8%, KDM4E inh inconclusive, Tau fibril FP 1%, HttQ103 aggreg -15%, SMN2 splice up -10% and ALDH1A1 inh -11%.
For NS(=O)(=O)c1ccc(CCNC(=O)c2ccccc2[N+](=O)[O-])cc1 the results were Tau fibril ThT -12%, Tau fluor counter -13%, KDM4E inh 2%, Tau fibril FP -4%, HttQ103 aggreg 11%, SMN2 splice up 6% and ALDH1A1 inh 33%[activator].
Screening CCCCC(c1nnnn1CCOC)N1CCN(c2cccc(OC)c2)CC1 (stereo not given) returned Tau fibril ThT 0%, HTT ATP protect -4%, Tau fluor counter -7%, KDM4E inh -2%, Tau fibril FP -3%, HttQ103 aggreg -8%, SMN2 splice up 1% and ALDH1A1 inh -3%.
For NC(=O)NC(=O)COC(=O)c1ccccc1Oc1ccccc1 the results were Tau fibril ThT 3%, HTT ATP protect -7%, Tau fluor counter -2%, KDM4E inh 7%, Tau fibril FP 1%, HttQ103 aggreg -12%, SMN2 splice up 4% and ALDH1A1 inh -2%.
CCn1c(SCC(=O)NCc2cccs2)nc2c1c(=O)n(C)c(=O)n2C was read as Tau fibril ThT 4%, HTT ATP protect -14%[10 µM], Tau fluor counter 2%, KDM4E inh 4%, Tau fibril FP 4%, HttQ103 aggreg -10%, SMN2 splice up 0% and ALDH1A1 inh -3%.
For CC(=O)O/N=C(\N)c1cnn2c(C(F)(F)F)cc(C(F)(F)F)nc12 the results were Tau fibril ThT 4%, HTT ATP protect 29%[10 µM], Tau fluor counter -6%, KDM4E inh -2%, Tau fibril FP 4%, HttQ103 aggreg 6%[9.22 µM] and ALDH1A1 inh 2%.
For COc1ccc(NC(=O)C2CCC(CNS(=O)(=O)c3cccs3)CC2)cc1OC (stereo not given) the results were Tau fibril ThT inconclusive, HTT ATP protect -31%[inhibitor], Tau fluor counter -24%&-29%, KDM4E inh -5%, Tau fibril FP -4%&8%, HttQ103 aggreg 3%, SMN2 splice up 15%&14% and ALDH1A1 inh 5µM*.
Screening CCOc1ccccc1NC(=O)C1CCN(S(=O)(=O)c2c(C)nn(C)c2C)CC1 returned Tau fibril ThT -7%, HTT ATP protect 4%, Tau fluor counter 0%, KDM4E inh 3%, Tau fibril FP 6%, HttQ103 aggreg 4%, SMN2 splice up 6% and ALDH1A1 inh 12%.

Quoted at random: 2 entries already listed.
For CC(=O)OC[C@@H]1O[C@H](CCO/N=C(\C)CCN2CCCc3nc(C)c(C)cc32)C=C[C@@H]1OC(C)=O the results were Tau fibril ThT -9%[11.5 µM], HTT ATP protect 12%[10 µM], Tau fluor counter -3%[11.6 µM], Tau fibril FP 8%[11.6 µM] and ALDH1A1 inh -20%[13.5 µM].
For NC(=O)NC(=O)COC(=O)c1ccccc1Oc1ccccc1 the results were Tau fibril ThT 3%, HTT ATP protect -7%, Tau fluor counter -2%, KDM4E inh 7%, Tau fibril FP 1%, HttQ103 aggreg -12%, SMN2 splice up 4% and ALDH1A1 inh -2%.

Carrying on:
`COc1ccc(NC(=S)NCCc2c[nH]c3ccccc23)cc1` gave Tau fibril ThT inconclusive, HTT ATP protect 17%[10 µM], Tau fluor counter inconclusive, KDM4E inh 9%, Tau fibril FP 13%, HttQ103 aggreg -18%, SMN2 splice up 1% and ALDH1A1 inh -8%.
`CC(C)(C)C(=O)c1cn(CC(=O)O)c2ccccc12` gave Tau fibril ThT -7%, HTT ATP protect -4%[10 µM], Tau fluor counter -32%, KDM4E inh inconclusive, Tau fibril FP -15%, HttQ103 aggreg -9%[9.22 µM] and ALDH1A1 inh inconclusive.
`Cc1ccnc(SCC(=O)c2ccc(Br)cc2)c1C#N` gave Tau fibril ThT -6%, Tau fluor counter -22%, KDM4E inh -5%, Tau fibril FP -6%, HttQ103 aggreg 3%, SMN2 splice up 14µM* and ALDH1A1 inh inconclusive.
`CS(=O)(=O)Nc1ccc(C(=O)NCc2ccccn2)cc1` gave Tau fibril ThT -10%, HTT ATP protect -1%[10 µM], Tau fluor counter 4%, KDM4E inh -5%, Tau fibril FP 5%, HttQ103 aggreg 0%, SMN2 splice up 8% and ALDH1A1 inh 9%.
For Cc1ccc(N(CC(=O)NC(C)c2ccccc2)S(=O)(=O)c2cccs2)cc1 (stereo not given) the results were Tau fibril ThT -11%, HTT ATP protect 3%, Tau fluor counter -15%, KDM4E inh 6%, Tau fibril FP 1%, HttQ103 aggreg 25%[9.22 µM], SMN2 splice up 4% and ALDH1A1 inh -3%.
`COc1ccc(/C=N/NC(=O)CSc2n[nH]c(=O)[nH]c2=O)cc1` gave Tau fibril ThT 5%, HTT ATP protect 2%[10 µM], Tau fluor counter -3%, KDM4E inh -3%, Tau fibril FP inconclusive, HttQ103 aggreg -23%, SMN2 splice up 24% and ALDH1A1 inh -15%.
`COc1ccc(Cl)cc1NC(=O)N1CCN(CCc2ccccc2)CC1` gave Tau fibril ThT -10%, HTT ATP protect -3%[1.9 µM], Tau fluor counter -13%, KDM4E inh 11%, Tau fibril FP 4%, HttQ103 aggreg 19%, SMN2 splice up -27% and ALDH1A1 inh -12%.
For Cc1ccc(Nc2nc(CSc3nnc(-c4cccnc4)n3-c3ccccc3C)cs2)cc1 the results were Tau fibril ThT 8%, HTT ATP protect -4%[10 µM], Tau fluor counter 9%, KDM4E inh -8%, Tau fibril FP 7%, HttQ103 aggreg 7%, SMN2 splice up -44%[inhibitor] and ALDH1A1 inh -16%.
COc1cccc(C(=O)Nc2nc3nc(C)c(Cc4ccccc4)c(=O)n3[nH]2)c1 was read as Tau fibril ThT 3%, Tau fluor counter 4%, Tau fibril FP -6% and SMN2 splice up 23%.
Screening CCN1C(=O)C(CC(=O)Nc2ccc(F)cc2)N(Cc2cccs2)C1=S (stereo not given) returned Tau fibril ThT 4%, HTT ATP protect -49%[inhibitor], Tau fluor counter 0%, KDM4E inh -3%, Tau fibril FP -3%, HttQ103 aggreg -3%[9.22 µM], SMN2 splice up -84%[inhibitor] and ALDH1A1 inh -1%.
NC(=O)C1Cc2ccccc2CN1S(=O)(=O)c1cccs1 (stereo not given) was read as Tau fibril ThT 1%, Tau fluor counter 5%, KDM4E inh 13%, Tau fibril FP 6%, HttQ103 aggreg 5%, SMN2 splice up 2% and ALDH1A1 inh 6%.
Screening O=C(C[n+]1ccccc1)Nc1cc(C(F)(F)F)ccc1Cl returned Tau fibril ThT 5%, HTT ATP protect 16%[10 µM], Tau fluor counter 5%, KDM4E inh 0%, Tau fibril FP -2%, HttQ103 aggreg 1%, SMN2 splice up 6% and ALDH1A1 inh 2%.
Screening CCCCn1c(SCC(=O)N2CCOCC2)nnc1-c1cccs1 returned Tau fibril ThT -13%, HTT ATP protect -15%[10 µM], Tau fluor counter -11%, KDM4E inh 4%, Tau fibril FP 6%, HttQ103 aggreg 13%, SMN2 splice up 18% and ALDH1A1 inh 4%.
For COc1cc(/C=C2\SC(=S)N(CCC(=O)Nc3ccccc3)C2=O)cc(OC)c1OC the results were Tau fibril ThT 4%, HTT ATP protect -2%[10 µM], Tau fluor counter 0%, KDM4E inh 3%, Tau fibril FP 5%, HttQ103 aggreg -4%[9.22 µM] and ALDH1A1 inh -3%.
Screening CSc1nnc(Cc2sc(-c3ccccc3)nc2-c2ccccc2)o1 returned Tau fibril ThT -18%, HTT ATP protect 3%, Tau fluor counter -21%, KDM4E inh -8%, Tau fibril FP -6%, HttQ103 aggreg -60%, SMN2 splice up -14% and ALDH1A1 inh inconclusive.

A portion of the library (hit frequency here may not be typical).
